Compound activity (PubChem)
C2C12 statin = suppressors of simvastatin-induced myotoxicity in C2C12 myotubes | ATP luminescence, 48 h; scaled: DMSO 0, geranylgeraniol control 100 | rescue of ATP level, % at 7.49 µM | 0.78% of 330,000 active | AID 602340;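 active means mean ATP rescue above about 67%, or every replicate alone reaching that limit, limit read from the data, passing the limit was not always enough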;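 further: myotubes were challenged with 10 µM simvastatin during compound exposure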
PglD inh = inhibitors of Campylobacter jejuni PglD acetyltransferase. purified PglD enzyme, DTNB colorimetric CoA detection. 0.098% of 360,000 active. inhibition, % at 12.5 µM. AID 602405; in the data active means inhibition above about 16%, passing the limit was not always enough; further: strong numbers were not always called active
Numbers without * were called inactive.

Screens in order – C2C12 statin	PglD inh
- Cn1nc(C(=O)OCC(=O)N2CCc3ccccc32)c2ccccc2c1=O
    -4	1
- COC(=O)c1ccc(NC(=O)c2ccccc2NS(C)(=O)=O)cc1
    -12	13
- CCOC(=O)c1cnc(SCC(=O)c2ccccc2)nc1N
    -5	0
- CCn1c(O)c(C=NC2CCCC2)sc1=S
    2	-3
- O=C(COC(=O)c1ccc2c(c1)OCCO2)NCCC1=CCCCC1
    28	-3
- CN=C(Nc1ccc(Cl)cc1)c1cccc(C(F)(F)F)c1
    -14	2
- Cc1cccc(N(C(=O)c2ccc(CN3CCOCC3)o2)C(C(=O)NC2CCCCC2)c2ccc(F)cc2)c1 (stereo unspecified)
    -3	12
- S=C(c1ccc(-c2ccc(Cl)cc2Cl)o1)N1CCCCC1
    38	-2
- CCOC(=O)c1c(N)nn(C(=O)C(C)(C)C)c1-c1ccccc1
    7	5
- CCOCCCNS(=O)(=O)c1ccc(NC(=O)N2c3ccccc3Sc3ccccc32)cc1
    29	2
- COc1ccc(CC(=O)NCc2nnc(SCC(=O)N3CCN(c4ccccc4)CC3)n2C)cc1
    3	-3
- CCOC(=O)CCC(=O)N1CCOCCOCCOCC1
    22	1
- C=C(c1cccc2ccccc12)P(=O)(O)O
    -9	-4
- COc1cccc(C2C(C(=O)Nc3ccc(C)cc3C)=C(C)Nc3ncnn32)c1OC (stereo unspecified)
    -1	0
- CCCc1cc(C(=O)N2CCN(c3ccccc3C)CC2)cs1
    3	2
- C=CCn1c(NCc2c[nH]c3ccccc23)nc2ccccc21
    -18	-7
- Cc1cc2oc(=O)cc(CN3CCN(S(=O)(=O)c4cccs4)CC3)c2cc1C(C)C
    -21	1
- COc1cc(NC(=O)c2ccccc2)c(OC)cc1NC(=O)CN1CCCCC1
    -51	-4
- O=C(NNC(=O)c1cccnc1)Nc1ccc(Cl)c(Cl)c1
    -3	6
- Cc1ccccc1C(=O)Nc1cccc(N)c1
    -3	-4
- CCN(Cc1ccncc1)S(=O)(=O)c1ccc(C(C)=O)cc1
    -2	3
- Cc1ccc(CNC(=O)CN2CCN(Cc3ccc(C)cc3)C2=O)cc1
    4	-1
- COc1ccccc1C(=O)N/C(=C/c1ccc(Br)cc1)C(=O)NCCO
    10	-3
- CCOc1ccc(-c2nnn(CC(=O)c3cc(OC)ccc3OC)n2)cc1
    -16	4
- C=CCN(C(=O)CSc1nc2[nH]ncc2c(=O)n1-c1ccccc1OC)c1ccccc1
    -10	-1
- CSc1nnc(-c2sccc2OCc2ccc(C)cc2)n1C
    14	-2
- CN(CCCNC(=O)COc1cc(=O)n(C)c2ccccc12)Cc1ccccc1
    0	-3
- Cc1ccc(S(=O)(=O)C(C#N)c2nc3ccccc3nc2N2CC(C)OC(C)C2)cc1C (stereo unspecified)
    -15	1
- COCc1cc(C)nc(N2CCN(Cc3ccccc3)CC2)c1C#N
    106*	5
- Cc1sc2ncn(CC(=O)OC(C)C(=O)NC(C)(C)C)c(=O)c2c1C (stereo unspecified)
    -10	1
- Cc1ccc(-n2nc3c(N4CCC(C(=O)NCc5cccc(F)c5)CC4)nnc(C)c3c2C)cc1
    -17	-7
- CCOCC(=O)Nc1cc(C(=O)Nc2ccccc2)ccc1Cl
    -7	-1
- O=[N+]([O-])c1ccc(OC/C=C2\Oc3ccc([N+](=O)[O-])cc3C2N2CCOCC2)cc1 (stereo unspecified)
    5	6
- C=CCNC(=O)c1ccc(C)c(Br)c1
    3	-1
- Cc1cc(C)c(S(=O)(=O)N(C)CC(=O)N2CCCCC2)c(C)c1
    -6	3
- C=C(C)Cn1c(SCCCO)nc2c1c(=O)[nH]c(=O)n2C
    -1	4
- CN(C)S(=O)(=O)c1ccc2nc(NC(=O)c3cccs3)sc2c1
    17	0
- CCCC(=O)n1nc(-c2ccc(Cl)cc2)nc1SC
    0	-1
- CCOC(=O)Nc1cccc(NC(=O)c2cc(OC)cc(OC)c2)c1
    -45	6
- CCOC(=O)COc1ccc(S(=O)(=O)NCc2ccco2)cc1
    3	-3
- COC(=O)c1ccc(NC(=O)CS(=O)(=O)Cc2ccccc2)cc1
    -6	10
- O=C1NCCc2cc3c(cc21)OCO3
    13	-4
- Cc1ccc(N(CC(=O)NCc2ccco2)C(=O)CCC(=O)Nc2ccccn2)cc1C
    27	-19
- CS(=O)(=O)N(CC(=O)Nc1cccnc1)c1ccc2c(c1)OCO2
    27	1
- CCOC(=O)c1[nH]c2ccc(OCC)cc2c1NC(=O)CN1CCC2(CC1)OCCO2
    -26	-2
- CN1C(=S)SC(/[N+]([O-])=C\c2ccccc2)C1(C)C (stereo unspecified)
    5	1
- COC(=O)C(NC(=O)c1ccc(OC)cc1)(Nc1ncc(S(=O)(=O)c2ccc([N+](=O)[O-])cc2)s1)C(F)(F)F (stereo unspecified)
    11	2
- Cc1ccc(OCc2ccc(C(=O)Nc3nccs3)o2)cc1
    4	-4
- O=C(CN1CCN(c2nc(-c3ccccc3)cs2)CC1)NCc1ccc2c(c1)OCO2
    124*	0
- CS(=O)(=O)Nc1ccc(C(=O)Nc2ccc3c(c2)OCCO3)cc1
    -15	-4
- O=C(NCc1ccco1)c1ccc(CN2CCOCC2)cc1
    -1	-3
- c1ccc(-c2nc(N3CCN(c4ccccc4)CC3)nc(-n3ccnc3)n2)cc1
    -3	-2
- O=C(CSc1nnnn1-c1ccccc1)Nc1ccc(Cl)cc1
    3	-1
- CCCCn1c2c(c(=O)n(C)c1=O)C(CC(=O)OCC(=O)Nc1cccc(C(F)(F)F)c1)C(=O)N2 (stereo unspecified)
    -5	0
- CC(=O)C1=C(C)NC(=O)NC1c1cccc(O)c1 (stereo unspecified)
    -2	-4
- CCN(CCO)c1ncnc2c1sc1nc(CC(C)C)c3c(c12)CC(C)(C)OC3
    5	-2
- CCc1ccc(-c2nc(CN3CCC(C(=O)N4CCN(c5ccccc5)CC4)CC3)c(C)o2)cc1
    18	0
- Cc1cc(C)nc(N2CCC(C(=O)NC3CCCCCC3)CC2)n1
    7	-9
- COc1ccc(NC(=O)CN(C)C(C)C(=O)N2CCCCC2)cc1 (stereo unspecified)
    1	1
- N#CCSc1nnc(CNc2ccc(F)cc2)o1
    -2	-1

7 compounds from above, arranged by their value in PglD inh, rising:
| Compound | PglD inh |
| --- | --- |
| COc1cc(NC(=O)c2ccccc2)c(OC)cc1NC(=O)CN1CCCCC1 | -4 |
| COc1ccccc1C(=O)N/C(=C/c1ccc(Br)cc1)C(=O)NCCO | -3 |
| CCOC(=O)c1[nH]c2ccc(OCC)cc2c1NC(=O)CN1CCC2(CC1)OCCO2 | -2 |
| N#CCSc1nnc(CNc2ccc(F)cc2)o1 | -1 |
| COc1cccc(C2C(C(=O)Nc3ccc(C)cc3C)=C(C)Nc3ncnn32)c1OC (stereo unspecified) | 0 |
| COc1ccc(NC(=O)CN(C)C(C)C(=O)N2CCCCC2)cc1 (stereo unspecified) | 1 |
| O=[N+]([O-])c1ccc(OC/C=C2\Oc3ccc([N+](=O)[O-])cc3C2N2CCOCC2)cc1 (stereo unspecified) | 6 |

(more compounds)
Screens in order – C2C12 statin	PglD inh
- COc1ccc(-n2nnnc2Sc2ccc(S(=O)(=O)N3CCOCC3)cn2)cc1
    -20	1
- COC(CNC(=O)c1cc(C)nn1-c1ccccc1)OC
    -2	-3
- Cc1ccc(C2CCN(C(=O)Nc3ccccc3)C2)cc1 (stereo unspecified)
    -17	-5
- CCN(CC)C(=O)C1CCCN(c2ccc([N+](=O)[O-])cc2/C=N/NC(=O)c2cccc(Br)c2)C1 (stereo unspecified)
    -10	-2
- O=C1c2ccccc2NC(c2ccc3c(c2)OCCO3)N1c1ccc2c(c1)OCCO2 (stereo unspecified)
    -19	4
- CC(C)(C)c1ccc(CSc2nc(N)cc(=O)[nH]2)cc1
    1	-1
- C(=N\Nc1ncnc2sc3c(c12)CCC3)/c1ccncc1
    4	5
- CCOC(=O)c1c(-c2ccccc2)nc2ccc(Cl)cn12
    0	4
- Cc1ccc2c(c1)N(CC(=O)NCc1cccs1)C(=O)CO2
    -6	6
- C=CCOc1cccc(C2/C(=C(/O)c3ccc(C)cc3)C(=O)C(=O)N2CCN2CCOCC2)c1 (stereo unspecified)
    14	2
- COc1cc(CC(=O)NCCc2ccc(OCc3ccccc3)cc2)c([N+](=O)[O-])cc1OC
    -56	-6
- CN(C)CCCNc1oc(-c2ccccc2)nc1C#N
    -3	-20
- COc1nc(NCc2ccco2)nc(NC2CCCCC2)n1
    18	-1
- CCOC(=O)C1(C)/C(=N/Nc2ccccc2)C(=O)C(=O)N1c1ccccc1 (stereo unspecified)
    8	2
- N#Cc1c(NC(=O)CCN2C(=O)c3ccccc3C2=O)oc(-c2ccccc2)c1-c1ccccc1
    6	2

Next part, overlapping the part above by 3 compounds.
Screens in order – C2C12 statin	PglD inh
- COc1nc(NCc2ccco2)nc(NC2CCCCC2)n1
    18	-1
- CCOC(=O)C1(C)/C(=N/Nc2ccccc2)C(=O)C(=O)N1c1ccccc1 (stereo unspecified)
    8	2
- N#Cc1c(NC(=O)CCN2C(=O)c3ccccc3C2=O)oc(-c2ccccc2)c1-c1ccccc1
    6	2
- Cc1csc(NC(=O)CSc2nnc(-c3ccncc3)n2C)n1
    3	-1
- Cc1ccc(NC(=O)CCCN2C(=O)/C(=C/C=C/c3ccccc3)SC2=S)cc1
    2	-7
- O=C1CC(=C2c3ccccc3-c3ccccc32)C(=O)N1CCN1CCN(c2ccccc2)CC1
    18	-3
- COCCNC(=O)CN(c1ccc(C)cc1)S(=O)(=O)c1ccc(SC)cc1
    -1	1
- O=C1Oc2ccccc2C2(O)C3CCCCCC3C12 (stereo unspecified)
    7	0
- CCCC1c2ccc(C)n2CCN1C(=O)Nc1ccccc1Cl (stereo unspecified)
    26	-5
- O=C(Cn1nnc2c(cnn2-c2ccc(F)cc2)c1=O)OC1CCCCC1
    -9	0
- Cn1c(CCCNC(=O)c2ccccc2)nc2ccccc21
    -34	-2
- CCC(=O)Nc1ccc(N2CCN(Cc3ccccc3F)CC2)cc1
    2	-3
- CC(C)(C)NC(=O)CSc1nnc(-c2ccccc2)c(-c2ccccc2)n1
    -8	-4
- Cn1c2ccccc2c2cc(C(=O)OCC(=O)N3CC(=O)Nc4ccccc43)sc21
    -12	6
- Cc1noc(C)c1C(=O)N1CCC(Cc2ccccc2)CC1
    5	-6
- Cc1ccccc1NC(=O)CC1S/C(=N/c2nccs2)N(C)C1=O (stereo unspecified)
    -8	-7
- O=C(CCn1c(=O)sc2ccccc21)Nc1nccs1
    1	0
- Cc1ccc2nsnc2c1S(=O)(=O)N(CCO)Cc1cc2cc3c(cc2[nH]c1=O)OCCO3
    11	0
- COc1ccc(NC(=O)Nc2ccc3nc(C)c(C)nc3c2)cc1
    -25	14
- O=C(CSc1nc2ccccc2c(=O)n1-c1ccc(Cl)cc1)c1ccco1
    -59	-2
- CC(=O)NN1C(=O)/C(=C\c2ccccc2)SC1=S
    10	-8
- CC1(C)Cc2c(sc3c2C(=O)N(c2ccccc2)C2=NCCCN23)CO1
    8	-3
- C#CCOCCOCCOCCNc1nc(N2CCN(C(=O)CCCCCCCCCCNC(=O)[C@H]([C@@H](C)CC)n3cc(CCCCCN)nn3)CC2)nc(N2CCN(C(=O)CCCCCCCCCCNC(=O)[C@H](CCCCN)n3cc(CCCC(=O)O)nn3)CC2)n1
    17	-2
- COc1ccc(CCCC(=O)NC2CCCCC2C)c(C)c1 (stereo unspecified)
    -1	-1
- CC(c1ccco1)N(C(=O)C12CC3CC(CC(C3)C1)C2)c1ccccn1 (stereo unspecified)
    -2	3
- CCOc1nc(-c2ccccc2Cl)ccc1C#N
    -44	5
- Cc1cc(NC(=O)c2cccc(N3C(=O)CCC3=O)c2)no1
    -19	-1
- COC(=O)c1nonc1NCn1nnc2ccccc21
    -6	0
- COC(=O)c1cccc(NC(=O)c2ccc(S(=O)(=O)N3CCN(C)CC3)cc2)c1
    -26	3
- CC(C)C1C(C#N)=C(N)Oc2n[nH]c(C(C)(C)C)c21 (stereo unspecified)
    24	5
- CCCCN(CCCC)CCNC(=O)CNC(=O)c1cccs1
    0	-6
- CCOc1ccc(Nc2nc(C)cc(C)c2C#N)cc1
    2	-4
- CCn1cc(C(=O)NCCCOC(C)C)c2cc(OC)c(OC)cc2c1=O
    -13	-9
- O=C(c1cccs1)N1N=C(c2ccccc2)CC1c1ccc(O)cc1 (stereo unspecified)
    4	-2
- Cc1ccccc1Nc1nc(CSc2nnc(-c3ccoc3C)n2C)cs1
    -7	-1
- Cc1ccc2nc(SCc3nnc(-c4ccccc4Br)o3)[nH]c2c1
    15	3
- CCOC(=O)c1c(NC(=O)CSc2nnnn2C)sc(C)c1C
    -5	5
- Cc1n[nH]c(=S)n1/N=C/c1ccccc1OCc1ccc(Cl)cc1
    -8	-1
- Cc1nc(-c2ccccc2)sc1C(=O)/C=C/c1ccccc1
    19	-5
- COc1ccc(-c2cnnn2-c2ccc(N)cc2)cc1OC
    7	6
- O=C1c2ccccc2C(=O)N1CCSc1ccccc1
    -1	-4
- O=C(Cn1cc([N+](=O)[O-])cn1)N1CCc2ccccc21
    2	6
- C/C(Cl)=C/Cn1c(SCC(C)C)nc2c1c(=O)[nH]c(=O)n2C
    16	-20
- CC(=O)N(Cc1cccs1)C1CCOC(C)(C)C1 (stereo unspecified)
    -3	1
- CCOc1cccc(C2C(C#N)=C(N)Oc3cc(C)oc(=O)c32)c1OCC (stereo unspecified)
    27	3
- COc1ccccc1NC=C1C(=O)OC(C)(C)OC1=O
    -5	-4
- O=C(Nc1nc(-c2ccccc2)cs1)C1COc2ccccc2O1 (stereo unspecified)
    -8	1
- CC(C)C(=O)Nc1cc(=O)[nH]c2ncnn12
    -6	-8
- CC(C)OC(=O)CSc1nc2ncccc2[nH]1
    -3	5
- CCOC(=O)C1=C(N)OC2=C(C(=O)CC(C)(C)C2)C1c1ccoc1 (stereo unspecified)
    -5	3
- CC(C(=O)NCc1cccnc1)N1C(=O)c2ccccc2C1=O (stereo unspecified)
    -2	2
- CCc1ccc(N(C(=O)c2snc(C(N)=O)c2N)C(C(=O)NCCC(C)C)c2c[nH]c3ccccc23)cc1 (stereo unspecified)
    -61	-3
- CCCOC1(NC(=O)c2ccccc2)C(C)=CC(=O)C=C1C
    13	6

These rows are one share of the data, so the mix of outcomes need not match the whole.
